H9c2 protect – cardioprotection against H2O2-induced cell death, primary screen, uHTS, H9c2 cells, ATPLite luminescence; protection from H2O2 cell death, % at 20 µM; hit rate 0.63% among 360,000; H9c2 cardiomyocytes, H2O2 injury protection, 2 h;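 active = compounds giving at least 50% protection of heart cells from peroxide-induced death in the single-dose screen, raw or plate-pattern-corrected value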;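 also: 0% = DMSO wells with peroxide and 100% = DMSO wells without peroxide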
MC4R ag barr – MC4R agonists recruiting beta-arrestin, primary screen, cell-based, luminescence, agonist arm of biased-ligand search; Melanocortin receptor 4 (Homo sapiens), P32245; U2OS MC4R beta-arrestin complementation; percent of melanotan II response, DMSO zero; activation, % at 8.9 µM; hit rate 0.98% among 360,000; AID 540308, 2011;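 active = activation above a per-plate cutoff, the mean activation of sample wells on that plate plus 3 SD, cut at about 8% in these data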
ABHD5 PLIN5 PPI – ABHD5-PLIN5 interaction inhibitors, primary screen, cell lysate, split luciferase complementation, luminescence; Perilipin-5 (Homo sapiens) + 1-acylglycerol-3-phosphate O-acyltransferase ABHD5 (Homo …; Split G. princeps luciferase complementation, 4 h; inhibition, % at 4 µM; hit rate 0.78% among 360,000; AID 602281, 2012;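 active = inhibition above the mean inhibition across every tested compound plus 3 SD, cut at about 22% in these data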;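 also: 0% = DMSO only wells and the 100% control is not disclosed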
Target sequence (Q00G26 whole entry, looked up): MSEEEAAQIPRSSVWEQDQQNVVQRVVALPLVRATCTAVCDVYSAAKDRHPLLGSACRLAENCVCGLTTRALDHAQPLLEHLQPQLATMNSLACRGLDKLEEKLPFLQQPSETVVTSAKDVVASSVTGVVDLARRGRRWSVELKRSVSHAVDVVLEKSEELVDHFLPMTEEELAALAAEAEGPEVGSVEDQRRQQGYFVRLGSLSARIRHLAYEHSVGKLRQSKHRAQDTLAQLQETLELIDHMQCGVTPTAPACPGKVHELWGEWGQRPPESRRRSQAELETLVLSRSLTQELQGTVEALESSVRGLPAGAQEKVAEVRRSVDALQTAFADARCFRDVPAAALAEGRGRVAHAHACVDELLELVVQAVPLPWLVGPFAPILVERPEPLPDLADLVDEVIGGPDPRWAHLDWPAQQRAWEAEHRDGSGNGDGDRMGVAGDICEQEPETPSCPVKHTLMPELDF
Target sequence (Q8WTS1 whole entry, looked up): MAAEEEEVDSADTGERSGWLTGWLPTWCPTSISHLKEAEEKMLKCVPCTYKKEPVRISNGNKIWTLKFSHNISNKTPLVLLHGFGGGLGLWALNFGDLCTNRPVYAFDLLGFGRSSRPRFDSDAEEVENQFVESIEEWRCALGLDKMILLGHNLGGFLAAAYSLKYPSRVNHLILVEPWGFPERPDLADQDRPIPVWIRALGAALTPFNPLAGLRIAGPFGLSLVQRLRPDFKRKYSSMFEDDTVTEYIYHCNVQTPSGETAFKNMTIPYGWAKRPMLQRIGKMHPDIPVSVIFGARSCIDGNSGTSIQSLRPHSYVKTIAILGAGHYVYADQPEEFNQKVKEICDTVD
hiPSC survival – enhancers of single-cell hiPSC survival, primary screen, ATPlite luminescence; 100% = ROCK inhibitor wells, 0% = DMSO; survival enhancement, % at 20 µM; hit rate 0.044% among 360,000; AID 602274, 2012; in the data active = survival enhancement above about 18%;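 also: cells exposed to compounds for 16 hours before the ATP read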
Glyco luc inh – increase of ERlucT glycosylation luciferase signal, primary screen, N-linked glycosylation inhibitor project, D54 ERlucT cells, luminescence, set 2; D54 ERlucT glycosylation luciferase reporter, 24 h; percent of 100 nM tunicamycin response; reporter increase, % at 12.5 µM; hit rate 0.23% among 360,000;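 active = mean luciferase reporter signal, scaled so untreated is 0 and the glycosylation-blocking control 100, at or above a set limit in every replicate; inconclusive = mean reaches the limit but not every replicate does; inactive = mean below the limit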;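 also: luciferase carries N-glycosylation sites so blocking glycosylation raises the light; 0% = median of neutral control wells and 100% = median of 100 nM tunicamycin wells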
Exocytosis inh – LAMP-1 surface exposure blockers, TALL-104 cells – cell-based, flow cytometry, MLPCN library, primary screen; TALL-104 LAMP-1 surface exposure; cells stimulated with thapsigargin and PMA; inhibition, % at 10 µM; hit rate 0.66% among 360,000;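 active = inhibition above about 55%, limit read from the data; inconclusive = no clear call, values can overlap the other calls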
MC4R antag cAMP – MC4R antagonists of cAMP signaling, primary screen, cell-based, TR-FRET, antagonist arm of biased-ligand search; Melanocortin receptor 4 (Homo sapiens), P32245; MC4R-expressing cells, MTII-stimulated cAMP, LANCE TR-FRET; inhibition, % at 6.5 µM; hit rate 0.48% among 360,000; AID 540295, 2011;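 active = inhibition above its plate's cutoff, the mean of tested wells on that plate plus 3 SD, cut at about 29% in these data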;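 also: 0% = Melanotan II alone and 100% = Melanotan II plus saturating MCL0020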
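System – human MC4R-expressing U2OS cells · Also added – Melanotan II · Dosing – one concentration, 6.5 µM nominal · Timing – 30-min compound, 1-h challenge, 1-h detection, room temperature · Measured by – Eu-cAMP/anti-cAMP TR-FRET, emission 671 nm · Replicates – singlicate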
m5-HT2A agonist – mouse Htr2a agonists via beta-arrestin recruitment, primary screen, cell-based, luminescence; hit rate 0.66% among 360,000; CHO-K1 mHTR2A beta-arrestin complementation; percent of 30 µM serotonin response; activation, % at 7.6 µM; AID 624169, 2012; 5-hydroxytryptamine receptor 2A (Mus musculus), P35363;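 active = activation above a run cutoff, the mean activation of all tested compounds plus 3 SD, cut at about 14% in these data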;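 also: 0% = plate median of compound wells and 100% = 30 µM serotonin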
aDG glyco up – activators of alpha-DG glycosylation, primary screen, uHTS, Pro5-aDG cells, AlphaScreen | alpha-DG glycosylation AlphaScreen (IIH6); 0% Pro5, 100% B10-LARGE cell signal | activation, % at 10 µM | hit rate 0.22% among 360,000 | AID 624168, 2012;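 active = activation of at least 8% versus controls, or a plate z-score of at least 8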;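 also: Pro5 are CHO cells carrying HIG-tagged alpha-DG that lacks glycosylation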
ABCB6 inh 2 – ABCB6 transporter inhibitors, primary screen, K562-ABCB6 cells, flow cytometry, MLPCN library; ATP-binding cassette sub-family B member 6 (Homo sapiens), Q9NP58; K562-ABCB6 porphyrin accumulation, 1 h; stronger effect = lower value; fluorescence ratio to DMSO, % at 10 µM; hit rate 0.19% among 360,000; AID 602162, 2011;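 active = fluorescence ratio to DMSO below 75%, the collection mean minus 3 SD; inconclusive = too few cells collected in the well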;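 also: signal is porphyrin accumulated inside mitochondria; 100% equals median channel fluorescence of DMSO control wells; lower ratio means ABCB6 inhibition with less porphyrin fluorescence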
An asterisk follows results filed as active; u = inconclusive; x = not tested or not shown.

Results follow in this order: H9c2 protect	MC4R ag barr	ABHD5 PLIN5 PPI	hiPSC survival	Glyco luc inh	Exocytosis inh	MC4R antag cAMP	m5-HT2A agonist	aDG glyco up	ABCB6 inh 2
1: COc1ccc(C(C(=O)NC2CCCC2)n2c(CSCCOc3ccccc3)nc3ccccc32)cc1 (stereo not drawn)
    x	x	8.6	x	x	11.2	x	-9.1	0.1	x
2: COc1ccc(C(=O)N2CCN(c3cccc(C)c3C)CC2)cc1S(=O)(=O)NC1CC1
    -6.5	-1.4	-7.5	-0.2	0.9	-1.7	0.2	-7.2	-0.2	98.0
3: Cc1ccc(C(=O)NCC(=O)N2CCN(c3ncccn3)CC2)s1
    -4.1	-1.8	4.4	-1.5	0.4	-1.6	4.7	2.6	0.1	97.0
4: O=C(NC(=S)NN1CCCCC1c1cccnc1)c1ccc(Cl)cc1Cl (stereo not drawn)
    -2.7	-2.2	0.8	-0.4	-1.8	-5.8	1.7	0.5	0.0	97.0
5: CN(CC(=O)NCCCN1CCOCC1)S(=O)(=O)c1ccc(F)cc1
    6.5	-2.5	10.1	0.1	0.6	7.9	9.0	-4.0	0.0	96.0
6: CCn1c2ccccc2c2cc(NC(=O)C(C)OC(=O)c3ccc(NC(=O)CC#N)cc3)ccc21 (stereo not drawn)
    11.9	-1.4	8.8	1.4	3.8	-4.8	10.0	-1.8	0.4	97.0
7: CC(C)COn1c(=S)[nH]c2ccccc2c1=O
    5.0	-3.1	-0.1	-0.4	-0.6	-2.2	-0.6	-3.5	0.6	97.0
8: O=C1CCCC(O)=C1C=Nc1ccc(O)cc1
    7.4	-0.8	-5.4	-2.4	3.0	-4.2	-7.9	2.1	1.8	x
9: COc1cccc(NC(=S)Nc2cc(C(=O)O)ccc2N2CC3CC(C2)c2cccc(=O)n2C3)c1 (stereo not drawn)
    -9.9	-1.2	-9.2	1.5	1.4	-2.5	-4.0	0.6	0.0	90.0
10: CCOC(=O)/C=c1\sc2n(c1=O)CCN=2
    1.9	-1.3	-5.7	-1.7	4.4	-7.4	-1.2	-6.0	0.5	99.0
11: CCC(C)OC(=O)C1C(c2ccccc2)C(C(=O)O)C1c1ccccc1 (stereo not drawn)
    4.5	-0.9	-1.0	1.8	-1.0	-6.7	11.7	3.2	0.2	100.0
12: CN(Cc1ccc(F)cc1)C(=O)CNC(=O)c1cccs1
    5.1	-0.8	4.5	-0.5	-1.8	1.3	5.4	1.4	0.3	97.0
13: COc1ccc2sc(-c3ccc(N(C)C)cc3)c(C#CCCO)c2c1
    -17.1	0.1	4.0	3.3	15.3	24.3	7.9	-3.5	1.4	104.0
14: CCn1cc(C(=O)NCCC(=O)NCCCO)c(=O)c2cc3c(cc21)OCO3
    4.9	-0.1	-13.2	0.2	1.5	-6.3	6.9	-5.1	0.1	99.0
15: O=C(COc1ccccc1)N1CCN(c2ncnc3c2cnn3-c2ccccc2)CC1
    -3.8	-0.1	1.9	1.1	-1.4	-0.8	12.3	-1.6	0.2	96.0
16: COc1ccc(C)cc1N(CC(=O)NCCSCc1cccc(Cl)c1)S(C)(=O)=O
    3.2	0.7	3.6	-0.1	-2.2	31.3	5.2	-3.4	0.2	94.0
17: CC(C(=O)Nc1ccc(C#N)cc1)N(C)Cc1cccs1 (stereo not drawn)
    3.8	0.8	4.6	0.2	-0.2	10.2	22.4	3.0	0.1	100.0
18: CCCCn1c(N)c(N(CC(C)C)C(=O)c2ccc(Cl)c(S(=O)(=O)N3CCCC3)c2)c(=O)[nH]c1=O
    1.9	2.5	-1.5	0.0	-0.7	-11.6	7.6	7.1	-0.2	100.0
19: COc1cccc(NC(=O)Nc2nnc(COCCO)s2)c1
    -4.0	-0.1	6.3	-1.7	-2.7	3.8	-0.2	-0.2	-0.4	97.0
20: Fc1cccc(-c2cncc(N3CCN(CCN4CCCC4)CC3)n2)c1
    8.9	-1.6	8.3	2.1	-4.3	59.1*	-6.1	4.7	0.1	100.0

Results follow in this order: H9c2 protect	MC4R ag barr	ABHD5 PLIN5 PPI	hiPSC survival	Glyco luc inh	Exocytosis inh	MC4R antag cAMP	m5-HT2A agonist	aDG glyco up	ABCB6 inh 2
21: CCN1C(=O)CSC1=Nc1ccccc1Cl
    0.9	-1.6	-1.2	-0.5	1.6	-5.8	-2.6	3.3	0.0	98.0
22: COc1cc(OC)cc(-c2cc3nc4c(c(N5CCN(c6ncccn6)CC5)n3n2)CCCC4)c1
    28.6	2.8	-9.6	0.1	-6.9	0.8	13.1	0.4	-0.4	98.0
23: O=C(O)[C@]1(S(=O)(=O)c2ccccc2)C[C@@H]2ON=C(c3cccc(Br)c3)[C@@H]2C1
    4.3	-0.6	9.1	1.0	1.0	0.1	1.1	-1.8	0.3	97.0
24: O=C(Nc1ccccc1OC(F)F)c1oc2ccccc2c1COc1ccccc1
    1.0	27.0*	4.7	-2.5	-0.1	-0.2	-19.8	5.0	-0.2	98.0
25: O=C1C=C(c2ccc(C(=O)O)cc2)C[C@@H](c2ccc3c(c2)OCO3)C1
    16.0	-1.5	-4.3	0.5	1.7	-7.7	4.0	6.5	-0.3	96.0
26: CC(C)(C)NC(=O)NC(=O)CN1c2cccc3cccc(c23)S1(=O)=O
    -2.3	0.5	-14.6	0.5	0.9	-13.7	13.7	-6.7	-0.1	102.0
27: CN(C)c1nc(NCc2ccccc2)nc(Oc2ccc(=O)[nH]n2)n1
    0.7	-2.9	-4.7	-2.2	0.7	-1.4	7.0	-2.2	-0.1	97.0
28: NC(=O)CSc1ccc(Br)cc1
    -2.8	-1.8	2.6	-2.0	1.0	2.7	10.5	-2.2	0.1	93.0
29: CC(=O)N1CCCc2cc(S(=O)(=O)CCC(=O)N3CCN(c4cccc(C)c4)C(C)C3)ccc21 (stereo not drawn)
    1.5	0.2	-1.3	-0.4	-0.9	1.6	7.1	0.1	-0.2	97.0
30: COc1ccc(CC(=O)NCc2ccccc2)cc1
    9.0	0.4	-5.3	-0.1	u	6.8	-12.1	-1.6	-0.2	95.0
31: O=c1c(Cc2ccc(Cl)cc2Cl)c(O)ccn1Cc1ccc(Cl)cc1
    -22.8	0.2	0.5	1.5	1.2	-2.1	7.3	8.6	0.2	99.0
32: O=C(CSc1ncccn1)N1CCCCCC1
    3.3	-0.6	-10.0	1.7	-0.3	-13.5	11.0	2.2	-0.2	101.0
33: COc1cc(NS(=O)(=O)c2ccc(-n3cccn3)cc2)cc(OC)c1
    -18.1	-0.9	5.6	-3.1	-0.5	17.0	-1.1	2.6	0.5	95.0
34: Cc1ccc(S(=O)(=O)N2C[C@H]3C(=O)C[C@@H](c4ccccc4)N(S(=O)(=O)c4ccccc4)[C@H]3C[C@H]2c2ccccc2)cc1
    8.3	x	-0.8	-1.3	-2.2	-2.4	x	-0.8	-0.2	104.0
35: O=C(Cn1ncc2c(=O)oc3ccccc3c21)NCCc1ccsc1
    -1.2	1.8	1.7	2.5	-0.8	1.5	4.5	0.8	0.1	101.0
36: Cc1ccc2nc(NC(=O)CCNS(=O)(=O)c3ccc(Br)s3)sc2c1
    -8.1	13.7*	-0.8	-2.7	-1.7	-1.2	4.4	-0.5	0.1	100.0
37: Cc1ccc(S(=O)(=O)N2CCC3(CC2)OCCN3S(=O)(=O)c2c(C)cc(C)cc2C)cc1
    -14.6	-0.7	-7.0	-0.5	-7.3	-5.4	14.9	0.6	0.8	98.0
38: COC(=O)COC(=O)c1ccc(O)cc1
    7.2	0.5	2.1	-1.5	2.6	3.8	11.9	5.1	0.0	97.0
39: CCOC(=O)NC(=O)C(=CNc1cccc(C)c1)C(=O)NC(=O)OCC
    -3.9	-3.6	1.1	-0.5	1.1	0.4	7.0	-4.1	0.4	96.0
40: CCCCc1ccc(-c2csc(/C(C#N)=C\c3ccc(C)o3)n2)cc1
    -0.2	1.0	10.8	-0.4	2.7	-6.5	2.0	2.7	0.0	120.0

Results follow in this order: H9c2 protect	MC4R ag barr	ABHD5 PLIN5 PPI	hiPSC survival	Glyco luc inh	Exocytosis inh	MC4R antag cAMP	m5-HT2A agonist	aDG glyco up	ABCB6 inh 2
41: Cc1cc(C)nc(-n2nc(C)c3c(C(F)F)cc(C)nc32)n1
    1.6	1.3	-4.8	6.8	0.2	1.2	21.9	5.9	-0.1	98.0
42: O=C(CCC(=O)N1CCN(Cc2ccc(F)cc2)CC1)Nc1nnc(C(F)(F)F)s1
    -1.0	1.1	-6.1	0.3	-0.7	-2.0	-3.1	5.5	0.0	101.0
43: CCCCn1nnnc1C(c1cc2ccccc2o1)N(CCN(C)C)Cc1ccccc1 (stereo not drawn)
    x	x	-2.2	-1.7	x	1.5	x	-5.4	0.3	111.0
44: COC(=O)C1CCN(C(=O)COC(=O)CC(NC(N)=O)c2ccc(Cl)cc2)CC1 (stereo not drawn)
    -5.5	-3.2	-5.2	-3.6	-0.3	4.1	3.7	-1.6	0.4	93.0
45: COc1ccc(OC)c(NCCN2C(=O)c3ccccc3C2=O)c1
    7.7	-0.6	-0.2	-1.2	1.4	-8.1	1.8	-0.8	-0.2	98.0
46: O=C(CNC1CCCCC1)Nc1ccc([N+](=O)[O-])cc1C(=O)Nc1ccccc1F
    -3.1	1.8	1.0	-0.2	-5.0	0.6	2.2	-6.2	0.0	96.0

High-throughput results from PubChem.
